hIAP activ = increases human intestinal alkaline phosphatase activity; P09923; purified human IAP, CDP-Star luminescence, 30 min; hits give high values; 1 = vehicle-only enzyme, 0 = enzyme-free background; activation factor at 10 µM; actives 0.16% (n = 330,000); AID 2524;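 active means activation factor of the enzyme at least 2-fold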; further: the source names both 10 and 20 µM as test concentration; values of inactives mirror those of a sister screen read the other way
mIAP act = increases mouse intestinal alkaline phosphatase activity; muIAP, CDP-Star luminescence, 30 min; hits give high values; 1 = vehicle-only enzyme signal, 0 = enzyme-free wells; activation factor at 10 µM; AID 2805; actives 0.24% (n = 330,000);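 active means activation factor of at least 2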; further: the source names both 10 and 20 µM as test concentration; values of inactives mirror those of a sister screen read the other way
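Assay system: mouse IAP enzyme; reagent: chemiluminescent substrate CDP-Star; dosing: test compounds delivered from DMSO solution; schedule: 30 min at room temperature; measured by: luminescence from enzymatic CDP-Star hydrolysis; controls: DMSO-only wells and no-enzyme negative control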
NLRP3 yeast inh = NALP3 inhibition in yeast; Yeast reconstituted NLRP3/ASC/caspase-1, beta-gal luminescence, 24 h; inhibition, % at 10 µM; actives 0.39% (n = 330,000); AID 2825;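 active means inhibition of 50% or more; inactive means inhibition below 50%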;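 further: plate controls were induced DMSO wells for no effect and uninduced yeast grown without galactose for full effect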
hIAP block = blocks human intestinal alkaline phosphatase; P09923; purified IAP, CDP-Star luminescence, 30 min; inhibition, % at 10 µM; actives 0.12% (n = 330,000); AID 2544;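 active means inhibition reaching a set limit with compound at 10 µM in the primary screen, cut at about 35% in these data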;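 further: plate controls were DMSO wells with enzyme for no effect and no-enzyme buffer wells for full effect; values of inactives mirror those of a sister screen read the other way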
mIAP block = mouse IAP inhibition; purified mouse IAP, CDP-Star luminescence, 30 min; inhibition, % at 10 µM; actives 0.2% (n = 330,000);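 active means inhibition of at least 40% at 10 µM in the primary screen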;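 further: plate controls were DMSO with enzyme for no effect and no enzyme wells for full effect; values of inactives mirror those of a sister screen read the other way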
SENP1 inh = blocks the human SENP1 SUMO protease catalytic domain. Q9P0U3. recombinant SENP1 catalytic domain, CyPet-SUMO1-YPet FRET cleavage. inhibition, % at 10 µM. actives 0.21% (n = 360,000);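 active means inhibition at least 30% at 10 µM, raw YFP signal under a set limit, fluorescence ratio 0.5 to 1.5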;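 further: 0% = enzyme with DMSO and 100% = no enzyme wells; some results filed as inactive read as strong as hits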
Target sequence (Q9P0U3 419-644 limits assumed): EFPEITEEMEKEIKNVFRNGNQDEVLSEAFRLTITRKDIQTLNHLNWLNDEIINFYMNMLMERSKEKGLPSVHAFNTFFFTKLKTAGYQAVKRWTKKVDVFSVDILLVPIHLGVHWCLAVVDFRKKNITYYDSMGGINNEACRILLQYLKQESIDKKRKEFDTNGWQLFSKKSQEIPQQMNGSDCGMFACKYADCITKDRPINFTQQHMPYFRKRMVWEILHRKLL
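Compound: 10 µM single point, 0.5% DMSO; Test system: hSENP1 catalytic domain, recombinant; Timing: 50 min reaction at room temperature; Technique: FRET, CFP and YFP emission; Control set: no-enzyme wells low, DMSO-plus-enzyme wells high control.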
A3A deaminase = human APOBEC3A DNA deaminase inhibition; inhibition, % at 20 µM; actives 0.41% (n = 330,000); recombinant A3A, FAM/TAMRA ssDNA deamination fluorescence; AID 493011; P31941;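 active means at least 40% inhibition at 20 µM here, with at most 30% in a related deaminase screen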;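 further: plate controls were A3A with DMSO for no effect and wells lacking A3A enzyme for full effect; some results filed as inactive read as strong as hits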
Target sequence (P31941 whole entry, looked up): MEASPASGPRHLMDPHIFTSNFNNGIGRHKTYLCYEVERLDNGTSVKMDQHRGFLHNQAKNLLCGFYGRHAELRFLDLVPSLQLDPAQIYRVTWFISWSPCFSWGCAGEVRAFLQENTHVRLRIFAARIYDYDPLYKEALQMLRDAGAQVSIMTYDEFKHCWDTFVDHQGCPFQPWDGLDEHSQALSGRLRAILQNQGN
A3G deaminase = inhibitors of human APOBEC3G DNA deaminase; inhibition, % at 20 µM; Q9HC16; actives 0.28% (n = 330,000); AID 493012; recombinant A3G, ssDNA deamination FAM/TAMRA fluorescence;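 active means inhibition of at least 40% at 20 µM, with no more than 30% in the related APOBEC3A deaminase screen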;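 further: plate controls were DMSO wells with A3G for no effect and wells lacking A3G enzyme for full effect; some compounds called inactive have numbers as strong as hits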
Target sequence (Q9HC16 whole entry, looked up): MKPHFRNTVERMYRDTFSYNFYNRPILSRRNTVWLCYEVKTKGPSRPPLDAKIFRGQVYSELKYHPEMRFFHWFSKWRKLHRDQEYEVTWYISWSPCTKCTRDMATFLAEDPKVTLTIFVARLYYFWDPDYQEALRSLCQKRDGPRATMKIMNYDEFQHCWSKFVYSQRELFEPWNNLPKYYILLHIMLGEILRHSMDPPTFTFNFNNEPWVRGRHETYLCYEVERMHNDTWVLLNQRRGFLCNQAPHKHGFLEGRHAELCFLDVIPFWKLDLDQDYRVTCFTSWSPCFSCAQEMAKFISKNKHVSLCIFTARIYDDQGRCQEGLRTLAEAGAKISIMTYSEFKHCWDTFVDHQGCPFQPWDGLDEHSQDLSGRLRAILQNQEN
MIN6 prolif = induces beta-cell replication in MIN6 cells | MIN6 cells proliferation, ATPlite luminescence, 48 h; cells starved in 0.2% serum; 100% = growth in 10% serum | AID 2380 | actives 0.29% (n = 330,000) | proliferation, % at 10 µM;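 active means compounds whose signal lies at least 3.5 SD above the mean of all wells on their plate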;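 further: 0% = DMSO-treated cells in low-serum medium and 100% = 10% serum control; some compounds called inactive have numbers as strong as hits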
Numbers without * were called inactive; . = not tested or not shown. A portion of the library, so the mix of outcomes need not match the whole.

The opening 2 records, to show the layout:
SMILES	hIAP activ	mIAP act	NLRP3 yeast inh	hIAP block	mIAP block	SENP1 inh	A3A deaminase	A3G deaminase	MIN6 prolif
C#CCNCCS(=O)(=O)N(Cc1ccc(Br)cc1)[C@@H](CC(C)C)C(=O)O	.	0.94	.	.	6	1	-2	1	.
COc1cccc(NC(=O)C2CCCN2C(=O)Nc2ccccc2F)c1 (configuration not stated)	0.84	1	7	16	0	1	0	-4	-1

All compounds of this part, from the start:
SMILES	hIAP activ	mIAP act	NLRP3 yeast inh	hIAP block	mIAP block	SENP1 inh	A3A deaminase	A3G deaminase	MIN6 prolif
C#CCNCCS(=O)(=O)N(Cc1ccc(Br)cc1)[C@@H](CC(C)C)C(=O)O	.	0.94	.	.	6	1	-2	1	.
COc1cccc(NC(=O)C2CCCN2C(=O)Nc2ccccc2F)c1 (configuration not stated)	0.84	1	7	16	0	1	0	-4	-1
CC(Oc1ccc(Cl)cc1Cl)C(=O)NNC(=O)c1cccnc1 (configuration not stated)	1.8	0.86	8	-78	14	3	-7	-5	1
COc1ccc(/C=C/C(=O)Oc2ccc(C)cc2)cc1	1	0.85	28	-4	15	2	-5	-9	-5
Cc1nc(Cl)sc1C(=O)Nc1ccc(C(F)(F)F)cc1	0.94	1	15	6	-2	-1	5	-3	-1
O=[N+]([O-])c1ccccc1S(=O)(=O)NC1CC2CCC1C2 (configuration not stated)	1	1	6	-1	0	1	-4	-6	-3
COc1ccccc1N(CC(=O)N1CCOCC1)S(C)(=O)=O	1	0.97	17	-4	3	2	-9	-1	-4
CC1CC1c1ccc(/C=C(\C#N)C(=O)Nc2ccc(Cl)cc2)o1 (configuration not stated)	0.88	0.91	19	12	9	-75	0	-7	-3
Cc1ccc(-n2c(SCC(=O)N3CCCc4ccccc43)nnc2-c2cccnc2)c(C)c1	1.1	1	17	-12	0	14	0	-13	2
Cc1ccc(NC(=S)N2CCC(NC(=O)c3cccc(F)c3)CC2)cc1	1	1.1	17	-4	-9	2	-3	-7	-3
CC/C(=N\NC(N)=O)c1ccc(OC(F)F)cc1	0.99	1.1	-19	1	-5	1	-3	-8	2
Cc1cccnc1NC(=S)NC(=O)c1oc2ccccc2c1C	0.96	0.99	17	4	1	3	-5	-8	0
COc1ccc(CN2CCNC(=O)C2CC(=O)NCC2CCOCC2)cc1C (configuration not stated)	1.2	1.1	16	-16	-12	-4	-1	1	-1
Cc1[nH]c2ccccc2c1/C=N/Nc1nc2ccccc2[nH]1	1.3	1.1	20	-28	-10	-8	-5	0	-4
O=S(=O)(Cc1ccccc1)N1CCN(C2Cc3ccccc3C2)CC1	1.1	0.93	-3	-9	7	-3	0	-4	0
COc1cc([N+](=O)[O-])cc(/C=N/NC(=O)c2ccc(NC(=O)c3ccc(C)cc3)cc2)c1O	1.2	0.78	5	-25	22	-28	6	11	-5
O=C(O)CSCC(=O)Nc1ccc(-c2nc3ccccc3s2)cc1	1.2	0.95	3	-23	5	-22	-4	-9	-2
O=C(N/N=C/c1ccc2c(c1)OCO2)C(=O)Nc1cccc(Cl)c1	1.3	1	20	-31	0	4	-2	-8	-2
COc1ccc(NC(=O)C2(c3cccs3)CCOCC2)cc1	0.89	1	-9	12	-2	1	4	0	-4
O=C1CN(C(=O)CSc2nnnn2-c2ccc(Cl)cc2)c2ccccc2N1	0.96	1	9	4	-3	-5	1	-3	-1
C#CCOCCOCCOCCNc1nc(N2CCN(C(=O)[C@H](CCCN=C(N)N)n3cc(C(N)[C@@H](C)CC)nn3)CC2)nc(N2CCN(C(=O)[C@H](CC(N)=O)n3cc([C@@H](N)C(C)C)nn3)CC2)n1 (some centres not stated)	0.9	1.1	17	10	-9	2	1	-8	-4
C=CCn1c(SCC(=O)Nc2ccc3c(c2)OCCO3)nnc1-c1ccco1	0.84	0.98	20	16	2	0	3	-6	1
Cc1c(C(=O)NC(=S)N(Cc2ccccc2)c2ccccn2)cccc1[N+](=O)[O-]	0.98	0.84	-1	2	16	-1	-1	-3	-2
CCCn1nc(C(=O)NNC(=O)CCCOc2ccc(C)cc2)c2ccccc2c1=O	1.8	0.94	3	-77	6	2	-1	-3	3
CCN(c1cccc(C)c1)S(=O)(=O)c1cnc[nH]1	1.1	0.91	17	-8	9	1	-2	-2	1
O=C(CO/N=C/c1ccc(Cl)cc1Cl)NNC(=O)c1ccc(Cl)cc1Cl	1.6	0.96	18	-59	4	0	-5	-8	-1
O=C(O)CCN=CC1=C(O)CC(c2ccccc2)CC1=O (configuration not stated)	1.1	0.97	-2	-8	3	2	-5	-10	-4
COc1ccc(OC)c(NC(=O)COC(=O)CSc2ccc(Cl)cc2)c1	1	1.1	-6	0	-8	5	0	-2	-1
CCOCC(=O)Nc1ccc([N+](=O)[O-])cc1OC	1	0.98	9	-2	2	3	5	-4	0
O=C(CN(CCCN1CCOCC1)C(=O)Cn1nnc(-c2ccc(F)cc2)n1)NC1CCCCC1	0.83	1	8	17	-1	1	-6	-4	0
CCOc1ccc(N(CC(=O)N/N=C/c2ccccn2)S(=O)(=O)c2ccc(Cl)cc2)cc1	1.6	0.95	2	-56	5	-3	-1	2	-6
CCOC(=O)c1cnc(SC)nc1Oc1cccc(NC(=O)c2ccc(C)cc2)c1	0.86	1	25	14	0	1	-2	2	-2
COc1cc(/C=N/n2c(-c3ccccc3)n[nH]c2=S)cc(OC)c1OC	1.1	0.99	16	-10	1	3	0	28	-1
COC(C(=O)Nc1ccccc1C(=O)N1CCOCC1)c1ccccc1 (configuration not stated)	1.2	0.93	-2	-23	7	2	-2	-8	2
Cc1ccc(NC(=O)CN(C)C(=O)COc2ccccc2-c2ccccc2)cc1	1	1.2	23	-1	-18	0	5	17	-2
O=C(CCCc1nc(-c2ccccc2)no1)NC1CCCCC1	1.2	0.93	15	-18	7	-1	-4	-12	-1
CSc1nc2c(c(=O)[nH]1)C(c1ccc(Cl)cc1)CC(=O)N2 (configuration not stated)	1.1	0.91	-2	-9	9	1	-1	-2	1
CCCC(O)(c1ccc(CC)cc1)C(CN1CCOCC1)c1ccccc1 (configuration not stated)	1.1	1.1	-9	-8	-10	2	-3	-9	-5
COc1ccc(-c2oc(=O)c3cc(OC)c(OC)cc3c2/C=C/c2ccc(F)cc2)cc1	0.83	1	-2	17	0	-4	-3	-12	5
CCOC(=O)c1c(NC(=O)CNC2CCCCC2)sc(C)c1C	1	0.96	24	0	4	-1	1	-2	-4

Some of the entries above in a different format.
Every second line gives: hIAP activ	mIAP act	NLRP3 yeast inh	hIAP block	mIAP block	SENP1 inh	A3A deaminase	A3G deaminase	MIN6 prolif
> CCOc1ccc(N(CC(=O)N/N=C/c2ccccn2)S(=O)(=O)c2ccc(Cl)cc2)cc1
  1.6	0.95	2	-56	5	-3	-1	2	-6
> CCOC(=O)c1cnc(SC)nc1Oc1cccc(NC(=O)c2ccc(C)cc2)c1
  0.86	1	25	14	0	1	-2	2	-2
> COc1cc(/C=N/n2c(-c3ccccc3)n[nH]c2=S)cc(OC)c1OC
  1.1	0.99	16	-10	1	3	0	28	-1
> COC(C(=O)Nc1ccccc1C(=O)N1CCOCC1)c1ccccc1 (configuration not stated)
  1.2	0.93	-2	-23	7	2	-2	-8	2

Gathered by group: those above with a thiophene ring, fused or not
SMILES	hIAP activ	mIAP act	NLRP3 yeast inh	hIAP block	mIAP block	SENP1 inh	A3A deaminase	A3G deaminase	MIN6 prolif
COc1ccc(NC(=O)C2(c3cccs3)CCOCC2)cc1	0.89	1	-9	12	-2	1	4	0	-4
CCOC(=O)c1c(NC(=O)CNC2CCCCC2)sc(C)c1C	1	0.96	24	0	4	-1	1	-2	-4

Next records follow:
SMILES	hIAP activ	mIAP act	NLRP3 yeast inh	hIAP block	mIAP block	SENP1 inh	A3A deaminase	A3G deaminase	MIN6 prolif
NC(=S)N=Nc1c(O)[nH]c2ccc(F)cc12	0.98	0.71	16	2	29	2	-2	-11	0
O=C(O)CCN1C(=O)c2ccccc2Sc2ncccc21	1	0.96	13	-2	4	2	0	-6	3
CC1=C(C#N)CCC(=O)N1Cc1c(C)cc(C)cc1C	1	0.99	-1	-3	1	0	-2	-9	-3
CC(C)[C@H](NC(=O)c1ccccc1F)C(=O)OCC(=O)NC1CC1	1	1	-3	-5	-2	-1	-3	-11	-2
COC(=O)C1=C(C(=O)c2ccc(C)cc2)C(c2ccc(OC)c(OC)c2)n2nnnc2N1 (configuration not stated)	1.1	0.97	14	-12	3	15	-3	0	-1
O=C(CN1CCN(C(=O)c2ccco2)CC1)Nc1ccc(Cl)c(S(=O)(=O)N2CCOCC2)c1	1.2	1	-3	-23	-3	0	-2	-5	-2
COc1ccc(C2c3[nH]c4ccccc4c3CCN2CCCn2cccn2)cc1C (configuration not stated)	0.97	1	17	3	0	-28	-3	-6	-2
COc1cc(-c2nc3cnccn3c2Nc2ccc(C(C)C)cc2)ccc1O	0.98	1.1	24	2	-11	-24	-6	-4	-4
Cn1c(CN2CCOCC2)nnc1SCC(=O)Nc1ccc2c(c1)OCCO2	1.2	1.1	23	-17	-8	0	6	-2	1
CCN(Cc1ccccc1)C(=O)c1ccc(SC)cc1OC	0.94	1	-4	6	-4	1	3	1	-3
Cc1ccc(C(=O)NCc2n[nH]c(=S)n2-c2ccccc2)cc1[N+](=O)[O-]	0.9	0.92	24	10	8	3	-7	29	2
COC(=O)Nc1ccc(S(=O)(=O)Nc2cnc3ccccc3n2)cc1	0.98	0.93	5	2	7	1	3	-3	-2
COc1ccc(C(=O)/C=C/c2ccc(F)cc2)c(OC(=O)c2ccc([N+](=O)[O-])cc2)c1	0.9	0.91	29	10	9	1	-5	-5	0
CCn1c(CC(=O)Nc2ccccc2Cl)nnc1SCC(=O)NC1CCCC1	0.99	1	4	1	0	0	0	-4	0
C=CCn1c(SC(C)C(=O)NCC2CCCO2)nnc1-c1ccc(OC)cc1 (configuration not stated)	0.94	0.96	5	6	4	3	-5	-8	-3
